Screening results as filed in PubChem.
GLP1R ag – activates the human GLP-1 receptor | Potency, µM (series often up to 45.6 µM), without a hit: top-dose activation, hits mostly activators | AID 624172 | HEK293 GLP-1R CRE-luciferase, luminescence, 4-6 h; cells express a hypersensitive GLP-1R form | 380,000 compounds, 0.007% hits; also: potency is read from the fitted curve at half-maximal effect; % of control where 0% means no effect
Target sequence (P43220 whole entry, looked up): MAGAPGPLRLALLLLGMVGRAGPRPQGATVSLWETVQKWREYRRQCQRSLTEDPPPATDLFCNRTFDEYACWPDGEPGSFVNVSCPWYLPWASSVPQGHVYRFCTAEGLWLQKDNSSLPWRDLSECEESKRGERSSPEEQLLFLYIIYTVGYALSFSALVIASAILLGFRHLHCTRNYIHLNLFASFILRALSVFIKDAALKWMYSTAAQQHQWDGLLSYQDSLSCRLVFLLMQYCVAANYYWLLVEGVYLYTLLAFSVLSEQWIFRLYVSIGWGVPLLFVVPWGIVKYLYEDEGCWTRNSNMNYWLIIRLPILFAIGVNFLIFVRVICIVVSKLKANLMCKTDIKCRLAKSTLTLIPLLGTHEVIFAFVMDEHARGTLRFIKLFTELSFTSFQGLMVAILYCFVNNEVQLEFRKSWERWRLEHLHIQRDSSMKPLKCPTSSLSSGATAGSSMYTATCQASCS
GLP1R cytotox – cytotoxicity in counter-screen for GLP-1R inverse agonists; HEK293 cAMP-luciferase reporter cells, luminescence, 24 h; Potency, µM (highest dose often 38.3 µM), for inactives: at the top dose activity change, negative = inhibition, usual class: inhibitors; 410,000 compounds, 0.13% hits;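 also: loss of luciferase light is scored as toxicity; potency is read from the fitted curve at half-maximal effect; % is scaled to controls: 0 for no effect and ±100 for the full control effect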
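Quantitative HTS format, 1536 wells, 200 cells/uL seeded. Compounds: 23 nL, 24 h, 37 °C. Detection: luciferase reagent, luminescence at 12 min RT; decreased signal taken as cytotoxic.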
PTHR1 agonist – agonists of human PTHR1 parathyroid hormone receptor; 410,000 compounds, 0.075% hits; Q03431; HEK293 GP2 PTHR1 cells, GloSensor cAMP luminescence, 1 h; Potency, µM (highest dose often 115 µM), for inactives: at the top dose activation, actives largely listed as activators; also: potency is read from the fitted curve at half-maximal effect; nearly all actives have a fitted effect of over 55% in size; some results filed as inactive show a strong effect at the top dose; inactives centre near -15; many of its hits are not listed in these tables
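HEK-293-derived GP2 cells expressing PTHR1 and a GloSensor cAMP reporter, 3,000/well, plated overnight, given luciferin plus IBMX (each 0.5 mM as added) for 1 h at 37 °C, then compound for 1 h at 37 °C. Luminescence was read after 15 min at room temperature.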
D3 ag – D3 dopamine receptor (human) agonism | max activation, % | AID 652048 | D3R DiscoveRx beta-arrestin cells, luminescence, 90 min | P35462 | 410,000 compounds, 0.58% hits; in the data active = max activation above about 30%; also: 0% is about no effect; mostly tested at two doses, the higher about 12 µM
Target sequence (P35462 whole entry, looked up): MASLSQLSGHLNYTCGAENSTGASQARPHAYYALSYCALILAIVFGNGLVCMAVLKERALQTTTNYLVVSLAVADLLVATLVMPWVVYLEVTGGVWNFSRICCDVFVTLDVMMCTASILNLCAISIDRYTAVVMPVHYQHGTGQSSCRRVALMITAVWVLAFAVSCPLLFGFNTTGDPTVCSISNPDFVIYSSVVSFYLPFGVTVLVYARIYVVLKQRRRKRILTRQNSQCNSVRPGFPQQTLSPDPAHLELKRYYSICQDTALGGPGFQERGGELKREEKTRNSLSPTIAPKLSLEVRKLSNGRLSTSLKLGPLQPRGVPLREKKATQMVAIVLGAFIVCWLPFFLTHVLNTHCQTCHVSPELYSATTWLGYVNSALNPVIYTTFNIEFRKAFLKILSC
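Agonist-mode cell screen: cells plated at 1500/well and incubated overnight at 37 °C, then exposed to library compounds for 90 min at 37 °C. Detection reagent was added for 30–60 min at room temperature, and luminescence was read.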
GLP1R inv ag – acts as inverse agonist at human GLP-1 receptor; P43220; HEK293 GLP-1R CRE-luciferase, luminescence, 24 h; GLP-1R form is constitutively active; Potency, µM (titrated, usually from 38.3 µM), for inactives: top-dose activity change, negative = inhibition, hits mostly inhibitors; 410,000 compounds, 1.6% hits; AID 624417; also: potency is read from the fitted curve at half-maximal effect; % is scaled to controls: 0 for no effect and ±100 for the full control effect; nearly all actives have a fitted effect of over 55% in size
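GLP-1R inverse agonism mode: basal reporter luminescence in engineered HEK293 cells measured after one day of compound exposure at 37 deg C, with a 12 min room-temperature detection step.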
DRD3 antagonist – antagonists of human D3 dopamine receptor. max response, negative = inhibition, %. 360,000 compounds, 2.5% hits. AID 652054. P35462. D3R cells, DiscoveRx beta-arrestin luminescence, antagonist mode; active compounds read low; in the data active = max response below about -50%; inconclusive = no clear call, values can overlap the other calls; also: % is scaled to controls: 0 for no effect and ±100 for the full control effect; mostly tested at two doses, the higher about 12 µM
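Cells expressing the human receptor were seeded at 1500 cells/well, incubated overnight at 37 degrees C in 5% CO2, then exposed to library compounds with dopamine controls for 90 minutes at 37 degrees C before luminescent detection.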
TDP43 rescue – inhibitors of TDP-43 toxicity in yeast; AID 652104; TDP-43 expressing yeast growth rescue, BacTiter-Glo, 24 h; Potency, µM (top dose mostly 46.1 µM), without a hit: at the highest dose growth rescue (activation), most hits filed as activators; 410,000 compounds, 1.8% hits; also: potency is read from the fitted curve at half-maximal effect; % of control where 0% means no effect; nearly all actives have a fitted effect of over 50% in size
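In this qHTS, compounds that restore growth of yeast expressing TDP-43 appear as activators. Cells (OD600=0.02, galactose medium, raffinose-pregrown) are incubated with compound 24 hr at 30 deg C and growth is quantified by BacTiter-Glo.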
KB-V1 MDR tox – KB-V1 MDR subline cytotoxicity; KB-V1 MDR cells viability, CellTiter-Glo, 72 h; Potency, µM (highest dose often 46.1 µM), without a hit: at the top dose activity change, negative = cytotoxicity, actives largely listed as cytotoxic; 400,000 compounds, 3.4% hits; AID 1347076; also: potency is read from the fitted curve at half-maximal effect; % is scaled to controls: 0 for no effect and ±100 for the full control effect; nearly all actives have a fitted effect of over 60% in size
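KB-V1 MDR subline cells in DMEM (phenol-red free, 10% FBS) exposed to compounds in qHTS concentration series for 72 h at 37 degrees C. Viability read by CellTiter-Glo luminescence; concentration-effect curves fitted after normalization and correction.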
aSyn yeast inh – alpha-synuclein toxicity inhibition in yeast. Potency, µM (series often up to 46.1 µM), for the others: at the highest dose growth rescue (activation), most hits filed as activators. Yeast expressing alpha-synuclein, growth rescue, BacTiter-Glo, 24 h. 370,000 compounds, 0.14% hits. AID 652106; also: potency is read from the fitted curve at half-maximal effect; % of control where 0% means no effect; nearly all actives have a fitted effect of over 65% in size
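Screening used galactose-induced yeast with toxic alpha-synuclein levels, exposed to compound for 24 hr at 30 deg C. Cell growth, read with BacTiter-Glo luminescence, gave the measured signal.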
An asterisk follows results filed as active; i = inactive; ? = inconclusive; nt = no result given; [ ] = another dose, or the depositor's remark. Unless noted, calls follow the shape of the dose curve; as a rule, active = well fitted curve in the direction sought with a large enough effect; inconclusive = small, poorly fitted or top-dose-only effect, or another doubt; inactive = no such curve, though single readings can be large; an effect the other way counts as inactive or inconclusive.

structure,GLP1R ag,GLP1R cytotox,PTHR1 agonist,D3 ag,GLP1R inv ag,DRD3 antagonist,TDP43 rescue,KB-V1 MDR tox,aSyn yeast inh
CC(=O)c1cccc(NC(=O)C(C)OC(=O)c2ccc3ncsc3c2)c1 (stereo not given),8.1%,-1.4%,i,-0.6,55.2%[activator],-1.9,7.7%,0.0%,0.9%
Cc1cc(NC(=O)c2nn(C)c(C)c2[N+](=O)[O-])no1,-14.5%,4.4%,-5.0%,0.5,0.2%,-8.8,-20.3%,-11.8%,-1.6%
CSc1nc(O)c(C(c2ccc(C)cc2)c2c(O)nc(SC)[nH]c2=O)c(=O)[nH]1,-7.3%,9.3%,i,-0.2,-1.0%,-10.4,-2.3%,?,-2.3%
CC/C(=N\NS(C)(=O)=O)c1ccccc1,-9.1%,11.4%,-9.3%,-0.8,0.0%,0.0,-0.7%,15.9%,0.2%
Cc1c(Cl)cccc1NC(=O)CNc1ccccc1F,15.3%,25.0%,-28.2%,-5.3,?,5.4,24.2%,?,15.6%
COc1ccccc1Nc1nnc(SCC(=O)Nc2nc(-c3ccc(F)cc3)cs2)s1,-4.7%,3.9%,i,-1.6,-29.7%,-12.2,14.1%,0.0%,-0.2%
Fc1ccc(Br)cc1C1C=C(c2cccnc2)Nc2ncnn21 (stereo not given),8.3%,260.7%[activator],-18.7%,-0.4,-26.0%,3.7,25.1µM*,-24.5%,1.3%
COc1ccc(C2c3ccc4ccccc4c3Oc3ncn(CCN4CCOCC4)c(=N)c32)cc1 (stereo not given),6.3%,?,-0.5%,2.1,0.0%,-17.2,-4.7%,?,6.8%
CC1CCCCC1NC(=O)COC(=O)CCC(=O)c1cccs1 (stereo not given),-4.1%,0.2%,?,-3.6,11.9%,-18.5,12.0%,29.2%,-4.4%
CCC(C)NC(=O)c1ccc(Cl)c(S(=O)(=O)Nc2ccccc2N2CCOCC2)c1 (stereo not given),12.1%,-14.5%,-14.9%,9.4,-15.3%,4.6,0.0%,0.0%,2.3%
Cc1ccc(Cl)cc1NC(=O)C1CCN(c2nc3ccccc3n3cccc23)CC1,nt,1.3%,i,0.9,1.3%,nt,0.8%,nt,nt
Cc1cc(C)n2cc(CSc3nnnn3C)nc2n1,21.4%,-2.1%,i,-5.4,-12.9%,21.8,-10.7%,?,-1.7%
COc1ccc2oc(C(=O)N(C)Cc3ccc4c(c3)OCCO4)c(C)c2c1,8.7%,-23.3%,-43.0%[inhibitor],12.1,?,8.5,?,-12.5%,-0.3%
Cc1nc(-c2ccc(S(=O)(=O)Nc3ccc(C#N)cc3)cc2)co1,-7.3%,-7.9%,-69.5%,2.7,1.0%,nt,16.8%,?,-5.0%
Cc1cc(OCC(F)(F)C(F)(F)C(F)(F)C(F)F)nc(N)n1,7.7%,-12.7%,-39.1%[inhibitor],-1.7,-0.1%,5.3,2.5%,14.8%,-1.6%
COCCCN1C(=O)CC(C(=O)OC)=C1C,0.8%,8.3%,-3.6%,-2.4,25.3%,-3.2,10.9%,1.5%,0.2%
O=C(O)c1cc2ncc(CCO)cn2n1,8.5%,-18.6%,-5.7%,-8.0,6.5%,-16.7,-8.8%,-0.1%,-5.2%
CC(=O)Nc1ccc(NC(=O)CSc2nc3c(=O)n(C)c(=O)n(C)c3n2C)cc1,8.0%,-6.1%,-1.9%,-18.2,6.6%,-12.4,7.5%,0.6%,-5.6%
CCCCNC(=S)Nc1ccc2nc3n(c(=O)c2c1)CCCCC3,15.5%,1.3%,i,1.2,-28.4%,15.5,5.1%,?,2.0%
O=C(NC1CCCC1)C(c1cccnc1)N(CCc1ccccc1)C(=O)c1ccco1 (stereo not given),10.7%,-3.8%,i,12.6,-15.5%,-2.9,-7.7%,-2.1%,-0.6%
Cc1ccsc1/C=N/NC(=O)C(N)=O,-9.9%,3.1%,-24.5%,-4.9,10.9%,-7.9,-16.2%,0.0%,-4.9%
O=C(COC(=O)C12CC3CC(CC(C3)C1)C2)Nc1ccc2[nH]c(=O)[nH]c2c1,13.4%,4.7%,i,6.0,23.1%,13.2,5.6%,21.8%,0.8%
COc1cc(OC)c2c(-c3cccc(-c4sccc4C(C)=O)c3)cc(=O)oc2c1,-3.6%,?,-23.5%,-28.4,?,-14.5,?,2.59µM*,2.4%
O=C(Nc1ccc2c(c1)N(S(=O)(=O)c1cccs1)CCC2)c1c(F)cccc1Cl,-7.3%,-3.0%,-32.9%[inhibitor],-11.7,7.94µM*,-19.7,7.7%,?,1.6%
COc1ccc(CN(CCC(C)C)S(=O)(=O)c2ccccc2Br)cc1,0.6%,19.1%,i,-8.3,11.2µM*,0.6,9.1%,?,0.2%
COc1cc(/C(C)=N/NC(=O)c2cccc(S(=O)(=O)N3CCCC3)c2)cc(OC)c1OC,6.4%,4.7%,-18.2%,-0.4,39.9%[activator],-18.9,-5.2%,8.9%,2.0%
CCCOc1ccc(NC(=O)CC2C(=O)Nc3ccccc3N2CC(=O)N2CCCC2)cc1 (stereo not given),9.4%,-11.3%,?,24.7,?,-14.5,14.2%,3.1%,-6.9%
O=C(c1ccc2c(c1)OCO2)N1CCN=C1SCc1cccnc1,2.0%,-7.4%,i,6.6,-5.8%,6.7,41.6%,-5.0%,0.7%
COc1ccc(Cl)cc1NC(=S)N1CCN(C(=O)c2ccco2)CC1,9.2%,13.2%,i,0.0,-26.0%,6.4,-13.7%,2.1%,4.6%
CCOc1cc(C(=O)CCC(=O)OCC(=O)NC(=O)NCC(C)C)ccc1O,-3.2%,-3.7%,i,8.3,-3.1%,6.5,-6.0%,2.4%,3.8%
Cc1ccc(NC(=O)c2ccc(C)c(S(=O)(=O)N3CCCCCC3)c2)cc1,18.8%,4.4%,-29.7%,3.3,?,nt,17.8µM*,20.6µM*,-0.2%
CC(OC(=O)c1ccc2ncsc2c1)C(=O)N(C)C1CCCCC1 (stereo not given),0.7%,-18.3%,-11.4%,-1.5,11.4%,-8.5,?,-18.5%,10.7%
COc1ccc(/C=N/NC(=O)c2cccnc2)cc1CSc1ccccn1,?,-22.4%,i,-9.1,?,3.2,-4.4%,?,5.9%
CCCCn1c(N)c(N(CCC(C)C)C(=O)CSc2nnc3ccccn23)c(=O)[nH]c1=O,-7.4%,-10.3%,i,0.3,10.1%,13.4,-1.7%,4.7%,1.8%
C[C@@H]1CN([C@@H](C)CO)C(=O)c2cc(Br)cnc2O[C@H]1CN(C)Cc1cccc(C(=O)O)c1,-0.7%,2.7%,-16.8%,3.4,-10.5%,-2.8,18.1%,-1.0%,5.0%
Cc1nc([N+](=O)[O-])c(C(=O)OCc2ccccc2C#N)n1C,4.4%,17.6%,i,2.2,0.4%,2.5,3.1%,-17.0%,2.6%
O=C(c1ccccc1)N1CCN(C(=O)c2ccc3c(c2)OCO3)CC1,3.8%,5.3%,-2.2%,3.5,13.7%,-12.7,-13.6%,10.1%,0.0%
Cc1ccc2oc(-c3cccc(NC(=O)c4cccc5c(Br)cccc45)c3)nc2c1,nt,3.1%,-5.7%,8.5,4.2%,nt,14.6%,20.7%,nt
COCc1cc(C)n(CC(=O)Nc2cccc(C(C)=O)c2)c(=O)c1C#N,-3.7%,-10.1%,i,-6.4,11.8%,nt,-4.0%,-1.2%,-5.2%
COc1ccc(CNC(=O)CCC(=O)Nc2nnc(C(C)C)s2)cc1,8.0%,-6.3%,-7.0%,-3.5,6.2%,-4.7,4.2%,-0.2%,-3.6%
CN(C)c1ccc(CNC(=O)c2cccn2-c2nnc(N3CCCCC3)s2)cc1,nt,-5.4%,-77.9%[inhibitor],-16.2,-28.4%,nt,-13.4%,-6.7%,nt
CCN(CC(=O)Nc1c(F)cccc1F)C(=O)C1=COCCO1,-8.2%,14.5%,i,3.7,6.9%,-7.0,15.6%,?,-0.9%
COc1ccc(C2=NO[C@@H]3C(=O)N(c4ccc5c(c4)OCCO5)C(=O)[C@H]23)cc1OC,-11.6%,10.3%,i,-8.4,-8.5%,-17.1,1.5%,17.2%,-3.8%
Cc1cccc(OCc2nnc(SCC(=O)N3CCc4ccccc43)n2C)c1,-4.3%,-27.4%,5.7%[57.5 µM],2.7,?,-7.5,6.2%,1.2%,9.4%
O=C(CS(=O)Cc1ccccc1Cl)Nc1ccccc1Cl (stereo not given),7.5%,-2.8%[7.66 µM],i,-2.7,-18.1%[7.66 µM],1.8,9.8%[9.22 µM],-4.2%,8.0%
O=C(/C=C/c1ccc2c(c1)OCO2)Nc1ccc(Cl)cn1,4.2%,1.8%[7.66 µM],-37.1%[inhibitor],-6.3,?,-8.2,16.8%[9.22 µM],-24.0%,-10.5%
COc1cc(NC(=O)NCc2ccco2)ccc1-c1ccc(NC(=O)NCc2ccco2)cc1OC,9.0%,-24.3%,i,2.7,-7.0%,16.6,-8.2%,4.6%,0.4%
CCNC(=O)Cn1nc(C)n2c(cc3c(OC)cccc32)c1=O,nt,3.2%,-15.3%,-4.9,7.5%,nt,18.2%,nt,nt
CCc1ccc(Cn2nnc(C(=O)NCc3ccccc3OC)c2N)cc1,4.6%,10.6%,4.1%,-6.3,-0.2%,?,8.8%,7.3%,2.7%

The list is partial; rates above refer to the full screens.
